Source: PubChem BioAssay (National Center for Advancing Translational Sciences (NCATS))
TRHR ag: qHTS for Small Molecule Agonists and Allosteric Enhancers of Human TRH Receptor: Primary Screen for Agonists | 360,000 tested, 0.18% active | activation, % at 2 µM | AID 493084, 2011 | Thyrotropin-releasing hormone receptor (Homo sapiens), P34981 | TRHR cells, calcium flux fluo-8, FDSS agonist mode; further: 0% is about no effect
Target sequence (P34981 whole entry, looked up): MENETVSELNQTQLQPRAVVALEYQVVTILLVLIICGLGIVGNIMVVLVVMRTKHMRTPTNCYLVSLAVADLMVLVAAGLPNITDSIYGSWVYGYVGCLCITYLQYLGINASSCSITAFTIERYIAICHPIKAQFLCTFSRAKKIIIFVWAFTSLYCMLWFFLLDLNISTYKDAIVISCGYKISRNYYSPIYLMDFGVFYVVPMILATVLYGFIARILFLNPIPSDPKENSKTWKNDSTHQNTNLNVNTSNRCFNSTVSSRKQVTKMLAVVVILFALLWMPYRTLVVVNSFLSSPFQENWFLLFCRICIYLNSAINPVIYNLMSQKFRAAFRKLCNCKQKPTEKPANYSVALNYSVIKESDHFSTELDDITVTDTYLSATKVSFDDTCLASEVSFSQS
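Agonist-mode FDSS calcium read (Ex 480/Em 530, 1 s cycles) in 1536-well TRHR cells with fluo-8 dye, after 10-cycle baseline and 23 nL compound addition; TRH at EC20 (10 nM final) added afterwards for the enhancer phase.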
D2 antagonist: HTS Assay for Allosteric Antagonists of the Human D2 Dopamine Receptor: Primary Screen for Antagonists; 340,000 tested, 2% active; HEK293 TREx D2 cells, calcium flux, dopamine EC80; AID 485344, 2010; inhibition, % at 10 µM; in the data active means inhibition above about 30%; further: 0% is about no effect
Target sequence (P14416 whole entry, looked up): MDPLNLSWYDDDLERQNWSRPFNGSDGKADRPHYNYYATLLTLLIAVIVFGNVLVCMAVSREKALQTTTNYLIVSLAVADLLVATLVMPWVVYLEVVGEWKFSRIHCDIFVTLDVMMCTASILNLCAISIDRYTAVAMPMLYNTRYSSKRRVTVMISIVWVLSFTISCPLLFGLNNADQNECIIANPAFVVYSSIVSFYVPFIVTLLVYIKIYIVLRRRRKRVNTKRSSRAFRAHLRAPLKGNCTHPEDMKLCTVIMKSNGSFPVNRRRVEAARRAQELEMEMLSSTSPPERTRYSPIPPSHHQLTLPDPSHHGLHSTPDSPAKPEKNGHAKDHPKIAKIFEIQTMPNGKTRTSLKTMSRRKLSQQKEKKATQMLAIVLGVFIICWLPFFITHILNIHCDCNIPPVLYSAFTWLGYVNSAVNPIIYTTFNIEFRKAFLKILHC
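Overnight-induced (tetracycline, 30 C) HEK293 T-REx cells carrying force-coupled D2 receive a no-wash calcium dye, then compound, then EC80 dopamine at 180 s; signals are read kinetically throughout.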
D1 PAM: Potentiators of Human D1 Dopamine Receptor: qHTS; HEK293 TREx D1 cells, calcium flux, dopamine EC20 potentiation; potentiation, % at 10 µM; 360,000 tested, 0.036% active; in the data active means potentiation above about 30%; further: 0% is about no effect
TRHR PAM: qHTS for Small Molecule Agonists and Allosteric Enhancers of Human TRH Receptor: Primary Screen for Enhancers; enhancement, % at 2 µM; AID 493056, 2011; 360,000 tested, 0.66% active; TRHR cells, fluo-8 calcium fluorescence, EC20 TRH enhancement; in the data active means enhancement above about 30%; further: 0% is about no effect
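Enhancer read-out: after compound pinning and an initial kinetic agonist-mode read, an EC20 of TRH (10 nM final) was injected and fluo-8 calcium signal (Ex 480/Em 530) followed at 1 s/cycle for 100 cycles in TRHR-expressing cells.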
RXFP1 antagonist: qHTS Assay for Antagonists of the Relaxin Receptor RXFP1. Relaxin receptor 1 (Homo sapiens), Q9HBX9. HEK293-RXFP1, relaxin-stimulated cAMP HTRF, 30 min; active compounds read low. activity change, negative = inhibition, % at 57.5 µM. 350,000 tested, 0.59% active;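 active means activity change of -60% or lower, but not beyond a set lower limit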; further: on the % scale 0 is the no-effect control and ±100 the full control effect
D2 potentiator: HTS Assay for Positive Allosteric Modulators of the Human D2 Dopamine Receptor: Primary Screen for Potentiators; D(2) dopamine receptor (Homo sapiens), P14416; HEK293 T-REx D2, calcium flux, EC20 dopamine potentiation; potentiation, % at 10 µM; 340,000 tested, 0.34% active;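 active means potentiation over 3 SD above the plate norm, cut at about 30% in these data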; further: 0% is about no effect
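Potentiation of an EC20 dopamine calcium response is measured in a force-coupled, tetracycline-inducible Hek293 Trex D2 line. Compound-only kinetic reads over 180 s flag agonists before dopamine addition.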
D1 antagonist: Antagonist of Human D 1 Dopamine Receptor: qHTS; D(1A) dopamine receptor (Homo sapiens), P21728; HEK293 TREx D1 cells, calcium flux, dopamine EC80; active compounds read low; activity change, negative = inhibition, % at 10 µM; 360,000 tested, 3.2% active; in the data active means activity change below about -30%; further: on the % scale 0 is the no-effect control and ±100 the full control effect
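Tetracycline-induced HEK293 Trex D1 cells, force-coupled to calcium, dye-loaded; compounds added and read 180 s, then EC80 dopamine added and calcium flux tracked kinetically another 180 s.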
D2 ag: HTS Assay for Allosteric Agonists of the Human D2 Dopamine Receptor: Primary Screen for Agonists. D(2) dopamine receptor (Homo sapiens), P14416. HEK293 T-REx D2 cells, calcium flux agonist mode. activation, % at 2 µM. 340,000 tested, 0.53% active. AID 485358, 2010;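 active means activation over 3 SD above normal in the single-dose calcium agonist read, cut at about 30% in these data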; further: 0% is about no effect
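Tetracycline-induced HEK293 Trex cells with D2 receptor force-coupled to calcium signaling, plated overnight at 30 C and loaded with no-wash calcium dye. Calcium flux read kinetically for 180 s after compound addition; responses flag agonists.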
D1 ag: Allosteric Agonists of the Human D1 Dopamine Receptor: qHTS; HEK293 T-REx D1 cells, calcium flux, agonist mode; activation, % at 2 µM; AID 504660, 2011; 360,000 tested, 1% active; D(1A) dopamine receptor (Homo sapiens), P21728; further: 0% is about no effect
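Agonism was scored from calcium flux recorded over 180 s (1 read/s) after pintool compound addition, following a 10-cycle baseline. Cells were inducible force-coupled HEK293 TREx D1, plated overnight at 30 C and loaded with no-wash calcium dye.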
Active calls of the source: *; nt = not tested or not shown; & = joins results of further samples. Unless noted, no stated cut-off is given here; in the data, active means activation above about 30%; inactive means the rest.

SMILES	TRHR ag	D2 antagonist	D1 PAM	TRHR PAM	RXFP1 antagonist	D2 potentiator	D1 antagonist	D2 ag	D1 ag
Cn1c(N2CCN(C(=O)Nc3ccc(F)cc3)CC2)nc2ccccc21	-0.4	14.2	-11.6	4.0	-6.6	13.2	-16.8	-0.1	5.3
Cc1ccc(C)c(NC(=O)CN2C(=O)C3(SCC(=O)N3c3ccc(C)c(C)c3)c3ccccc32)c1 (stereo not drawn)	1.5	nt	-3.5	-11.2	nt	4.9	-19.1	-2.2	7.8
COc1ccc(NC(=O)Cn2nc3n(c2=S)CCC3)cc1	-1.1	-11.2	-3.4	-12.7	-12.2	-1.5	-7.4	-0.6	1.1
NC(=S)NNc1ccnc2cc(Cl)ccc12	-0.2	-10.8	-5.3	2.3	-14.2	-7.6	-11.1	0.3	0.6
CCN(CC)S(=O)(=O)c1ccc(NC(=O)c2ccc(Sc3nncn3C)c([N+](=O)[O-])c2)cc1	-0.4	-0.6	-5.0	-4.6	-9.3	-5.4	-3.8	0.8	2.5
Cc1cccc(NC(=O)Cn2nnc3sc4c(c3c2=O)CC(C)(C)OC4)c1	0.4	3.7	1.6	3.1	-13.6	-5.7	3.4	0.6	1.3
COc1ccc(NC(=O)Cn2c(=O)oc3ccccc32)cc1	-0.6&0.2	-7.0	-4.1&1.9	8.6&-1.1	9.0&-0.3	-3.7&-12.5	-25.4&-8.8	-0.3	3.8&2.2
Cc1cc(C(=O)OCC(=O)NC2CC2)c2ccccc2n1	0.3	-31.3	nt	8.6	3.5	2.5	4.5	-0.2	1.9
CCN1CCN(C(=O)C(C)Nc2cc(Cl)c(OC)cc2OC)CC1 (stereo not drawn)	1.2	15.0	1.4	-3.4	-5.3	-3.6	5.9	4.2	4.1
CC(C)[C@H](NC(=O)c1ccccc1Cl)C(=O)Nc1nc(-c2ccccn2)cs1	-0.4	-7.7	0.5	5.4	-16.4	8.2	-19.2	0.1	3.5
C=CCn1c(=O)/c(=C/c2cc(OC)c(OC)c(OC)c2)s/c1=C(/C#N)c1nc2ccccc2n1C	11.2	-1.4	4.7	-4.5	3.9	0.1	-23.3	-0.5	17.7
Cc1ccc(/C(=N/Nc2nc3ccccc3s2)C2=C(O)c3ccccc3C2=O)cc1	1.3	23.6	-0.7	-11.3	-10.2	2.3	4.2	-2.3	1.4
Cc1ccc(NC(=O)CN(C)C(=O)Cc2c(Cl)cccc2Cl)cc1	0.2	-9.7	-6.8	-0.8	-7.1	nt	21.4	3.5	-0.3
COc1ccc(S(=O)(=O)c2cn(CC(=O)Nc3ccccc3)c3ccc(Cl)cc3c2=O)cc1	1.2	nt	1.4	11.2	nt	-24.8	-44.8*	0.2	6.2
CCCc1nn2c(=O)cc(COC(=O)c3ccc(NC(=O)C(C)Oc4ccccc4)cc3)nc2s1 (stereo not drawn)	-1.4	nt	-0.1	7.2	-3.1	2.6	3.8	0.7	-0.5
O=C(CNC(=O)c1ccc([N+](=O)[O-])cc1)OC(C(=O)Nc1cc(C(F)(F)F)ccc1Cl)c1ccccc1 (stereo not drawn)	1.7	nt	-1.4	-5.1	nt	nt	33.6	nt	5.1
Cc1cccc2cc(CN(CC3CCCO3)C(=S)NCc3ccco3)c(=O)[nH]c12 (stereo not drawn)	0.0	-9.8	-8.9	3.1	nt	10.7	-18.8	-1.7	3.4
COc1ccc(CN(C)C(=O)c2cccc(S(=O)(=O)N3CCc4ccccc43)c2)c(OC)c1	-0.5	20.3	0.4	-10.2	-0.5	-6.7	-24.6	0.8	0.3
CCOC(=O)N1CCC(N2C(=O)c3cc(C(=O)NC4CCCCC4)ccc3C2O)CC1 (stereo not drawn)	-0.2	-5.4	-2.9	1.3	nt	7.6	-15.8	0.0	1.4
CCNc1cccc2c1C(=O)N(C)C2=O	8.2	-12.8	7.9	0.4	12.7	-2.4	11.4	5.2	20.1
CC1CN(C(=O)CCC(=O)N2CCN(c3cccc(C(F)(F)F)c3)CC2)c2ccccc2O1 (stereo not drawn)	-0.4	40.7*	-1.2	0.6	-19.5	30.1*	2.4	-0.3	0.7
CCOc1ccc(CC(=O)Nc2c(C(=O)Nc3ccccc3)oc3ccccc23)cc1OCC	-0.1	-16.1	-5.4	2.2	-4.0	10.2	18.1	-1.8	2.4
O=C(CSc1nnc2c(n1)[nH]c1ccc(S(=O)(=O)N3CCOCC3)cc12)Nc1ccccc1Cl	-0.3	nt	-6.1	-9.3	-2.0	nt	-6.1	nt	1.3
O=C(O)CCCn1cc(NC(=O)COc2ccc(F)cc2F)cn1	1.0	-7.0	-3.0	-7.4	-9.0	-0.6	-2.2	0.8	5.3
O=S(=O)(Nc1ncccc1O)c1ccc(Cl)cc1	0.1	nt	-2.0	0.2	-3.8	nt	-3.0	nt	3.0

Part of the list above, as labelled records:
> O=C(O)CCCn1cc(NC(=O)COc2ccc(F)cc2F)cn1
  TRHR ag: 1.0; D2 antagonist: -7.0; D1 PAM: -3.0; TRHR PAM: -7.4; RXFP1 antagonist: -9.0; D2 potentiator: -0.6; D1 antagonist: -2.2; D2 ag: 0.8; D1 ag: 5.3

> COc1ccc(S(=O)(=O)c2cn(CC(=O)Nc3ccccc3)c3ccc(Cl)cc3c2=O)cc1
  TRHR ag: 1.2; D2 antagonist: nt; D1 PAM: 1.4; TRHR PAM: 11.2; RXFP1 antagonist: nt; D2 potentiator: -24.8; D1 antagonist: -44.8*; D2 ag: 0.2; D1 ag: 6.2

> COc1ccc(CN(C)C(=O)c2cccc(S(=O)(=O)N3CCc4ccccc43)c2)c(OC)c1
  TRHR ag: -0.5; D2 antagonist: 20.3; D1 PAM: 0.4; TRHR PAM: -10.2; RXFP1 antagonist: -0.5; D2 potentiator: -6.7; D1 antagonist: -24.6; D2 ag: 0.8; D1 ag: 0.3

Going on with the list:
SMILES	TRHR ag	D2 antagonist	D1 PAM	TRHR PAM	RXFP1 antagonist	D2 potentiator	D1 antagonist	D2 ag	D1 ag
COc1ccc(-c2noc(N3CCC(C(=O)N(C)c4cc(Cl)ccc4OC)CC3)n2)cc1	0.0	nt	-2.9	2.6	-8.9	2.1	-4.6	0.5	-1.4
Cc1ccc(NC(=O)C2CC2C)cc1S(=O)(=O)N1CCOCC1 (stereo not drawn)	-0.1	nt	-9.2	8.0	-7.2	-5.6	-3.0	nt	1.2
CC(=O)Nc1ccc(C(=O)Cn2c3[n+](c4c(F)c(F)ccc42)CCCCC3)cc1	0.7	-7.8	1.1	-1.3	-23.9	-19.1	-8.4	0.4	0.7
Cc1ccc([N+](=O)[O-])cc1NC(=S)NC(=O)c1ccco1	-0.6	0.9	12.2	1.4	-8.7	-1.4	0.0	-1.3	-0.7
COCCCNC(=O)c1ccc2nc3ccccc3c(=O)n2c1	-0.2	22.1	-21.1	-0.9	-11.0	0.4	-4.5	1.5	6.1
COc1cccc(CNC(=O)CSc2nc3ccc(C)cc3[nH]2)c1	-1.2	-3.4	0.2	18.9	4.6	17.0	-18.1	0.9	4.3
CCOc1ccc(S(=O)(=O)Nc2cc(Cl)ccc2O)cc1	1.6	-12.2	-5.3	-4.0	-10.2	-5.6	-9.0	1.8	9.0
Cc1ccc(S(=O)(=O)N2CCOCC2)cc1NC(=O)COC(=O)CNC(=O)c1ccccc1	0.4	14.3	-4.2	3.8	nt	1.1	10.6	0.7	4.1
Cc1ccc(OCC(=O)N/N=C\c2ccncc2)c(C)c1	0.1	nt	-4.2	11.4	-1.8	nt	3.8	nt	3.9
CC(=O)c1ccc(N(CC(=O)NC2CCCC2)C(=O)CCC(=O)Nc2cc(C)on2)cc1	0.6	1.7	-7.1	-2.1	1.9	-3.4	-36.4*	0.8	0.8
Cc1cccc2cc(CN(Cc3cccnc3)C(=O)c3ccncc3)c(=O)[nH]c12	0.0	-2.1	-1.2	12.3	7.7	1.3	0.9	0.1	-0.2
O=C(CSc1nnc2sc3ccccc3n12)NCc1ccc2c(c1)OCO2	-1.2	nt	-3.0	2.2	nt	nt	7.2	nt	1.1
Cc1ccnc(NC(=O)Cc2ccc([N+](=O)[O-])cc2)c1	-0.4	-3.6	-7.0	-7.6	-25.4	-2.7	9.7	-0.5	1.7
O=C(NC(=S)Nc1ccc2c(c1)OCCO2)c1cccc2ccccc12	0.3	-0.8	-1.9	-3.3	-6.6	9.1	-10.2	1.5	4.2
Cc1nn(C)c(C)c1/C=N/NC(=O)c1csc2ccccc12	0.1	15.9	-0.1	-4.8	-4.2	-10.7	-0.3	-0.4	1.9
CN(C)S(=O)(=O)c1ccc(N2CCN(S(=O)(=O)c3ccc(F)cc3)CC2)c(Cl)c1	0.4	7.6	-5.7	6.0	-6.4	-4.6	-19.8	-0.4	9.6
CCCNC(=O)C/C(C)=N/NC(=O)COc1ccc(C)cc1Br	-0.1	-15.1	3.0	19.6	-6.5	14.3	-6.6	-1.3	20.5
CC1CCc2cc(F)ccc2N1C(=O)CSc1nnc2c3cc(F)ccc3n(C)c2n1 (stereo not drawn)	0.0	3.3	8.4	-3.7	-4.4	0.0	-9.5	-0.3	-0.6
CCc1c(C)nc2nncn2c1Nc1ccc(C)c(F)c1	-0.8	nt	-2.0	8.2	-11.3	-0.7	-3.0	nt	-1.2
NC(=O)CN(Cc1ccccc1)S(=O)(=O)c1ccc2c(c1)OCCO2	1.2	18.3	-3.1	-1.1	-18.0	12.0	2.9	0.5	1.3
CCN1CCN(C(=O)C(N)Cc2ccccc2)CC1 (stereo not drawn)	0.2	4.0	-2.4	-4.4	5.1	0.4	4.5	0.3	-0.2
CCn1c(SCC(=O)NC2CCCC2)nnc1C(C)NC(=O)c1ccccc1F (stereo not drawn)	0.0	-31.2	-4.1	4.3	10.2	8.1	7.8	-0.6	3.4
CCSc1ccccc1C(=O)NCc1ccc(S(N)(=O)=O)cc1	-0.2	-16.8	-5.4	-4.6	2.4	-7.0	-4.5	-0.2	1.8
CCOC(=O)C/C(=N\Nc1ncnc2ccccc12)c1ccccc1	-1.2	3.3	-7.0	-1.1	-15.3	nt	-12.6	-3.0	1.5
NC(=O)N/N=C/c1ccc(OCc2cccc(Cl)c2)cc1	0.1	-5.0	-4.0	8.3	-18.9	-1.9	11.0	0.1	-0.2
COc1ccc(NC(=O)Cc2ccccc2F)cn1	-0.6	1.0	-8.1	1.6	9.5	5.1	1.9	-0.2	4.7
